# Eya2 phos inh: inhibitors of human Eya2 phosphatase activity | O00167 | recombinant Eya2, OMFP fluorescence dephosphorylation (OMFP is methylfluorescein phosphate) | Potency, µM (highest dose often 76.9 µM), for the others: at the top dose activity, negative = inhibition, most hits filed as inhibitors | 0.006% of 330,000 active | AID 488837; further: potency means the concentration at half of the fitted maximal effect; on the % scale 0 is the no-effect control and ±100 the full control effect
#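 Eya2 (0.2 uM) preincubated 10 min at ambient with compound, then OMFP substrate added at 50 uM; 10 min reaction in 50 mM HEPES pH 7.5, 50 mM NaCl, 5 uM MgCl2, 0.05% BSA, 1 mM DTT. Fluorescence read at Ex 485/Em 525 nm.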
# Chronic BCR inh: inhibitors of chronic active B-cell receptor signaling; 0.05% of 340,000 active; AID 493014; Potency, µM (highest dose often 46.1 µM), without a hit: top-dose ratio change, negative = lower green/red ratio, usual class: inhibitors; ABC-DLBCL IkBa-CBG/CBR reporter, luminescence ratio, 4 h; active means well fitted inhibition curve with a large enough effect in the signal ratio, with a control signal flat, not every such curve was filed as active; inconclusive means small, poorly fitted or top-dose-only effect, or effect the other way, or a change in a side signal; the % refers to the signal ratio;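 further: potency means the concentration at half of the fitted maximal effect; plate controls were basal doxycycline-induced cells for no effect and cells given 10 µM MG132 for full effect; MG132 reads +100%, hits lower the ratio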
#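 TMD8 ABC-DLBCL cells carrying doxycycline-inducible green luciferase fused to IkappaBalpha plus unfused red luciferase were exposed to compounds (up to 46 uM) for 4 hrs at 37C. Activity came from the overlap-corrected green/red luminescence ratio.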
# TSHR antagonist: human thyrotropin receptor antagonism. AID 504810. 0.2% of 330,000 active. activity change, negative = inhibition, % at 11.5 µM. TSHR-expressing cells, TSH-stimulated cAMP HTRF, 2 h; active compounds read low. P16473;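 active means activity change below a set negative limit, meaning inhibition stronger than a set level, cut at about -70% in these data; inconclusive means activity change between two set negative limits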; further: on the % scale 0 is the no-effect control and ±100 the full control effect
#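 Antagonism was scored as loss of TSH-driven cAMP in TSHR cells, stimulated with 4nM TSH (EC80) for 2 hours at 37 deg C and detected by homogeneous HTRF competition immunoassay.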
# USP2a block: USP2a (human) protease inhibition; O75604; USP2 core, Ub-CHOP2 coupled fluorogenic reporter, 485/531; Potency, µM (highest dose often 38.3 µM), inactives show at the top dose activity change, negative = inhibition, most hits filed as inhibitors; 0.01% of 330,000 active; AID 463254;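 further: potency means the concentration at half of the fitted maximal effect; plate controls were DMSO wells for no effect and full inhibition by NEM control for full effect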
#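 USP2 core (10nM final) preincubated 30min RT with compound in 20mM Tris-HCl pH 8.0, 2mM CaCl2, 2mM beta-mercaptoethanol, 0.05% CHAPS; 25nM Ub-CHOP2 plus 25nM reporter substrate added, fluorescence (Ex485/Em531) read after 60min.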
# S-ASM inh: human S-ASM enzyme inhibition. AID 504937. 0.006% of 340,000 active. Potency, µM (highest dose often 57.5 µM), for the others: at the highest dose activity change, negative = inhibition, usual class: inhibitors. placental ASM, HMU-PC fluorogenic substrate, 60 min. P17405; further: potency means the concentration at half of the fitted maximal effect
#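 Fluorogenic HMU-PC substrate (9 uM final) is turned over by placental ASM in 60 min at 37 C after a 10 min compound preincubation. Reaction ended by alkaline stop (pH 10), with fluorescence read at 386/447 nm.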
# Mito fusion act: mitochondrial division inhibition or fusion activation; AID 485298; Potency, µM (series often up to 46.1 µM), for inactives: top-dose growth rescue (activation), usual class: activators; 0.23% of 320,000 active; S. cerevisiae fusion-defective mutant growth rescue, CellTiterGlo 48 h;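 further: potency means the concentration at half of the fitted maximal effect; % of control where 0% means no effect; nearly all actives have a fitted effect of over 45% in size; temperature-sensitive fusion mutants such as fzo1-1 at 37 °C on non-fermentable ethanol glycerol medium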
#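 Compounds are tested for their ability to restore growth of mitochondrial fusion-defective yeast strains at non-permissive 37C in YPEG medium over 48 hours. Viability is quantified by luciferase luminescence.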
# Menin MLL FP TR: displaces Texas Red mutant MLL peptide from human menin; O00255; Menin + Texas Red MLL mutant peptide, fluorescence polarization; Potency, µM (doses to about 61.6 µM), for the others: top-dose FP activity change, negative = inhibition, hits mostly inhibitors; 0.23% of 270,000 active; active means well fitted inhibition curve with a large enough effect in the polarisation, with a control signal flat, not every such curve was filed as active; inconclusive means small, poorly fitted or top-dose-only effect, or effect the other way, or a change in a side signal; inactive means no such curve, though single readings can be large or run the other way; the % refers to the polarisation; further: potency means the concentration at half of the fitted maximal effect; % of control where 0% means no effect; many of its hits are not listed in these tables
# GALK inhibitor: galactokinase (human) inhibition | P51570 | Purified GALK, Kinase-Glo residual ATP luminescence | Potency, µM (highest dose often 57.5 µM), inactives show at the highest dose activity change, negative = inhibition, usual class: inhibitors | 0.007% of 270,000 active; further: potency means the concentration at half of the fitted maximal effect; on the % scale 0 is the no-effect control and ±100 the full control effect
# Target sequence (P51570 whole entry, looked up): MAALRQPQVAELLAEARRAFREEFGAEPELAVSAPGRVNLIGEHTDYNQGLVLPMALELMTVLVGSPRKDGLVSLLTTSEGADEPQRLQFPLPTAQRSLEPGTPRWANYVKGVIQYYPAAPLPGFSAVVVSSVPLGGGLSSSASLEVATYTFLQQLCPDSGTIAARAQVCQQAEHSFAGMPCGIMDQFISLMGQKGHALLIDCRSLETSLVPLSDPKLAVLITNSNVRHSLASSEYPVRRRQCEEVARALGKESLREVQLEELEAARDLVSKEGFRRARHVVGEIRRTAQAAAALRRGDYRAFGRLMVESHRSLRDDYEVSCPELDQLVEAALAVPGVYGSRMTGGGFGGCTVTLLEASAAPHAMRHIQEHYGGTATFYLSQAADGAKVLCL
#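 Quantitative HTS: GALK 5 nM, ATP 35 uM, galactose 100 uM, 1 h room temperature, then luciferase-based ATP detection.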
# PKM2 activator: increases activity of human pyruvate kinase M2 | P14618 | purified PKM2, Kinase-Glo ATP luminescence, activation; response scale: 0% is enzyme alone, no compound | Potency, µM (doses to about 57.5 µM), without a hit: at the highest dose activation, actives largely listed as activators | 0.34% of 260,000 active | AID 1631; further: potency means the concentration at half of the fitted maximal effect; on the % scale 0 is the no-effect control and ±100 the full control effect; nearly all actives have a fitted effect of over 55% in size
# Target sequence (P14618 whole entry, looked up): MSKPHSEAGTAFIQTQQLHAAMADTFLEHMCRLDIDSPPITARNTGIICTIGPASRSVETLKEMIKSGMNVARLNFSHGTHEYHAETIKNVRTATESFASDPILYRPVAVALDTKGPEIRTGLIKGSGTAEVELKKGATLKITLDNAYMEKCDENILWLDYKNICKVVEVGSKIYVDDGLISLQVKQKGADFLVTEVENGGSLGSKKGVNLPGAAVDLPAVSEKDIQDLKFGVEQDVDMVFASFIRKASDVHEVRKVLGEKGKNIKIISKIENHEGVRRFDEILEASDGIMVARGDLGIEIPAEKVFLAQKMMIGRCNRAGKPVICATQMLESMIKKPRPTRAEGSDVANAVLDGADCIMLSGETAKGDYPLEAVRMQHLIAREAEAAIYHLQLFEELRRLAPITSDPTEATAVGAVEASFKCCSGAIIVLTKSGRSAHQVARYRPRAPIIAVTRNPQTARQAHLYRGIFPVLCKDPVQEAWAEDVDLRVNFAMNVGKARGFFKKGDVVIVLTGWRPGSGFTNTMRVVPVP
#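 ATP formation by purified human PK-M2, quantified via coupled luciferase luminescence after 1 h at room temperature with 0.1 mM ADP and 0.5 mM PEP final.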
# MBNL1 CUG block: MBNL1-poly(CUG) RNA binding inhibition | 0.036% of 280,000 active | Potency, µM (doses to about 57.5 µM), without a hit: top-dose activity change, negative = inhibition, usual class: inhibitors | TR-FRET MBNL1-His/biotin-(CUG)12 binding, 665/545 ratio; active means well fitted inhibition curve with a large enough effect in the signal ratio, with a control signal flat, not every such curve was filed as active; inconclusive means small, poorly fitted or top-dose-only effect, or effect the other way, or a change in a side signal; inactive means no such curve, though single readings can be large or run the other way; the % refers to the signal ratio; further: potency means the concentration at half of the fitted maximal effect; on the % scale 0 is the no-effect control and ±100 the full control effect
#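 Ratiometric TR-FRET (665 over 545 nm, excitation 340 nm) tracks disruption of MBNL1-His/biotin-(CUG)12 complex after 60 min at room temperature, with compounds at 92 nM to 58 uM final.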
# hERG WT inh: blocks the wildtype human KCNH2 potassium channel. U2OS, BacMam KCNH2, thallium flux FluxOr; active compounds read low. AID 720551. activity change, % at 1.84 µM. 0.37% of 340,000 active. Q12809;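 active means maximum activity change below -70%; inconclusive means maximum activity change between -70% and -50%; inactive means maximum activity change above -50%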; further: on the % scale 0 is the no-effect control and ±100 the full control effect
#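 U2OS cells transduced with wild-type KCNH2 virus are loaded with FluxOr dye for 45 min, and thallium flux is measured in kinetic reads before and after stimulation buffer. Rate constants are normalized to DMSO controls.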
# An asterisk follows results filed as active; ? = inconclusive; . = no result given; [ ] = dose if it differs, or a comment. Unless noted, the call rests on the fitted dose curve; in most records, active means well fitted curve in the direction sought with a large enough effect; inconclusive means small, poorly fitted or top-dose-only effect, or another doubt; inactive means no such curve, though single readings can be large; an effect the other way counts as inactive or inconclusive. This is a subset. The share of hits here may be higher or lower than overall.
SMILES,Eya2 phos inh,Chronic BCR inh,TSHR antagonist,USP2a block,S-ASM inh,Mito fusion act,Menin MLL FP TR,GALK inhibitor,PKM2 activator,MBNL1 CUG block,hERG WT inh
CCn1cc(C(=O)NCc2ccco2)c(=O)c2cc(S(=O)(=O)N3CC(C)CC(C)C3)ccc21 (stereo not drawn),2%,-1%,-1,3%,-14%,1%,41%[activator],1%,-13%,-12%,-1
CCCC1CCc2c(c3ccccc3[nH]c2=O)O1 (stereo not drawn),-10%,?,5,2%,-7%,-2%,-5%,0%,-5%,2%,-6
O=C(NC(C(=O)c1ccccc1)N1CCCCCC1)c1ccco1 (stereo not drawn),-17%,-1%,-5,2%,5%,-2%,-12%,1%,0%,0%,7
Cc1ccc(NC(=O)C(C)N2C(=O)c3ccccc3C2=O)cc1 (stereo not drawn),12%,6%,8,3%,1%,2%,11%,4%,-3%,20%,-10
NC(=O)CN(c1ccccc1)C1SC(=O)N(Cc2ccccc2)C1=O (stereo not drawn),12%,0%,-8,3%,-1%,5%,13%,6%,1%,-1%,2
Cc1csc(=N)n1CC(=O)N1CCc2ccccc21,-11%,-5%,1,1%,1%,-4%,5%,1%,11%,-4%,-3
CCc1nn(-c2ccccc2)c(N)c1C#N,2%,2%,0,6%,0%,-6%,8%,3%,-1%,2%,4
CCCn1c(SCC(=O)Nc2cc(Cl)ccc2OC)nc(O)cc1=O,0%,2%,-15,-2%,-1%,0%,.,.,.,.,0
O=C(Nc1cc(Cl)ccc1-n1cncn1)c1cc(F)cc(F)c1,12%,9%,-6,-1%,-4%,13%,.,.,.,.,5
COc1ccc(CNC(=O)c2ccc(NS(=O)(=O)c3ccc4[nH]c(=O)[nH]c4c3)cc2)cc1OC,19%,-1%,14,-5%,-2%,1%,.,.,.,.,-4
CC(=O)Oc1cc2c(C(=O)NCCCN3CCOCC3)c(C)oc2c2ccccc12,-1%,?,3,2%,0%,0%,12%,2%,6%,-2%,-8
COc1cccc(Nc2ncnc3sc(C)cc23)c1,3%,?,12,1%,0%,-31%,.,1%,.,-15%,-9
Cc1ccccc1CN1C(=O)CS/C1=N/N=C/c1ccco1,6%,3%,-4,5%,-2%,4%,.,-2%,5%,-1%,-17
Cc1ccc(C(=O)N/C(=C\c2cccnc2)C(=O)N2CCCC2)cc1,-15%,0%,-4,3%,0%,0%,1%,10%,-2%,3%,-1
CNc1nc(=S)[nH]c2ccccc12,17%,-1%,3,-1%,7%,2%,.,-3%,4%,.,-19
COc1cc(-c2c(-c3ccc4c(c3)OCO4)noc2C)ccc1F,0%,2%,10,3%,-3%,0%,-1%,.,0%,5%,7
C#CCN(C(=O)Nc1ccccc1)c1ccccc1,-2%,0%,31,0%,5%,0%,-1%,-1%,-21%,?,-4
Nc1ncc(Br)cc1Br,-1%,7%,-1,3%,1%,0%,14%,1%,1%,.,0
N#Cc1c(Nc2ccccc2Cl)s[nH]c1=O,-15%,?,34,1%,5%,14%,.,1%,14%,-8%,-15
O=C(COc1ccccc1)Nc1ncccn1,-5%,18%,0,-6%,2%,-1%,6%,3%,-7%,-5%,-3
O=[N+]([O-])c1ccc(Nc2ccc3ccccc3c2)nc1,2%,?,-18,0%,-8%,3%,?,-2%,14%,6%,30
N=c1ccn(Cc2cccc(F)c2)cc1,5%,3%,-27,-1%,-1%,8%,.,1%,8%,2%,1
Oc1ccccc1-c1nc2ccccc2nc1-c1ccccc1,-1%,17%,8,0%,-4%,10%,.,-3%,0%,10%,-6
CCc1cccc(Nc2cc(C)nc3ncnn23)c1,4%,?,-3,2%,-5%,1%,0%,.,-2%,-10%,-2
CC(=O)c1ccc(NCCC(=O)c2ccccc2)cc1,0%,2%,1,1%,2%,-6%,-10%,3%,-2%,-1%,-2
CCn1c2ccccc2c2nnc(SCC(N)=O)nc21,-19%,6%,1,-1%,2%,4%,-1%,-2%,4%,?,-12
CCCN1CCN(CCCNC(=O)c2ccc(NC(=O)C3=C(C)OCCS3)cc2)CC1,4%,-1%,0,-2%,8%,0%,.,-5%,.,-2%,9
CCC1CCCCN1CCCNC(=O)C(C)n1nc(C)c2sc3ccccc3c2c1=O (stereo not drawn),-3%,?,1,-1%,0%,5%,-11%,-1%,.,-5%,9
CC(=O)Nc1c(C)cc(OCC(=O)O)cc1C,2%,?,-6,3%,2%,5%,.,6%,2%,.,0
Cc1ccnc(NC(=O)CNC(=O)COc2ccccc2)c1,-24%,0%,1,0%,8%,-9%,.,.,.,.,-8
CC(C)(C)OC(=O)C[C@H]1C/C=C\C[C@@H](CC(=O)N(CCO)Cc2ccccc2)C(=O)N[C@H](Cc2ccccc2)COC1=O,-16%,0%,0,1%,-1%,.,.,.,.,.,.
Nc1ccc(-c2nnn(CC(=O)N3CCCCC3)n2)cc1,11%,5%,10,1%,1%,-2%,3%,-2%,-2%,4%,29
CC1Cc2ccccc2N1C(=O)CSc1nnc(NC(=O)Cc2cccs2)s1 (stereo not drawn),5%,-2%,0,2%,-3%,-7%,?,-1%,4%,9%,4
CCOc1ccccc1OCC(=O)Nc1cc(S(=O)(=O)N2CCCCC2)ccc1N1CCN(CC)CC1,30%,0%,-7,0%,2%,1%,.,.,.,.,6
COc1cc(C(=O)N2CCN(C(=O)c3cc(-c4ccccc4)n[nH]3)CC2)cc(OC)c1OC,7%,10%,1,0%,-2%,-13%,?,-4%,.,-2%,4
COc1cccc(C(c2nnnn2C(C)(C)C)N2CCN(C3CCCCC3)CC2)c1OC (stereo not drawn),9%,2%,-3,-2%,0%,-2%,5%,0%,0%,-5%,-13
CCOc1cc(S(=O)(=O)Nc2ncn[nH]2)ccc1Br,11%,0%,5,0%,3%,1%,-16%,7%,0%,-9%,6
CN(C(=O)C1CCN(S(=O)(=O)c2ccccc2)CC1)c1c(N)n(Cc2ccccc2)c(=O)[nH]c1=O,7%,-3%,-7,2%,6%,-6%,.,.,.,.,2
CC(NC(=O)C(c1ccccc1)c1ccccc1)C(=O)O (stereo not drawn),14%,0%,-2,0%,2%,-1%,5%,2%,2%,-2%,0
O=C(NC1CCCC1)c1ccc2nc[nH]c2c1,-7%,?,9,1%,3%,-6%,5%,0%,-13%,1%,1
COc1cccc(C(=O)N[C@@H](C)C(=O)N2CCC3(CC2)NCCc2[nH]cnc23)c1,1%,?,3,1%,4%,-8%,.,4%,.,5%,-11
Cc1cc(NC(=O)COC(=O)c2cc([N+](=O)[O-])ccc2N2CCOCC2)ccc1Br,-24%,?,-3,1%,-26%,7%,.,.,.,.,14
Cc1c(C(C)NC(=O)Nc2ccc(F)cc2F)cnn1C (stereo not drawn),23%,-7%,1,1%,7%,2%,3%,2%,-14%,7%,1
CCC(C(=O)NCc1ccc(F)cc1)N(CCc1ccccc1)C(=O)c1snc(C(N)=O)c1N (stereo not drawn),-6%,?,2,3%,242%[activator],18%,29%,-2%,-5%,7%,-10
Cc1ccc(C(=O)N2CCN(c3ccccc3F)CC2)cc1S(=O)(=O)N1CCOCC1,5%,?,13,0%,0%,0%,-12%,-2%,4%,5%,9
CCN(CC)S(=O)(=O)c1cc(NC(=O)CCc2c(C)noc2C)ccc1C,3%,-5%,-23,-1%,0%,.,.,.,.,.,-3
O=[N+]([O-])c1sccc1CS(=O)(=O)c1ccccc1,-1%,-14%,-1,1%,-3%,1%,.,4%,-2%,?,3
CC(=O)Nc1ccc(Oc2sc(C(=O)c3ccccc3)c(N)c2C#N)cc1,3%,?,6,0%,-11%,1%,38%,1%,0%,?,7
COc1ccccc1N(C)S(=O)(=O)c1ccc(C(=O)N(C)Cc2ccc(OC(F)F)cc2)cc1,-35%,2%,-26,-5%,-4%,18%,.,.,.,.,11
O=C(OCc1ccccc1)/C(=C/c1ccc(Cl)cc1)NC(=O)c1ccccc1Cl,14%,2%,-4,2%,-4%,-1%,11%,0%,-2%,-4%,0

# Screening data as filed in PubChem.
